NIH3T3 tox: Cytotoxic Profiling in NIH 3T3 Cell Line of Diverse Libraries Using Quantitative High-Throughput Screening | NIH 3T3 viability, CellTiter-Glo ATP luminescence, 48-72 h | Potency, µM (titrated, usually from 96.7 µM), for inactives: at the highest dose activity change, negative = cytotoxicity, usual class: inhibitors | hit rate 4.3% among 94,000; further: potency means the concentration at half of the fitted maximal effect; nearly all actives have a fitted effect of over 55% in size
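Cytotoxicity was measured by CellTiter-Glo ATP luminescence after 48 or 72 h compound exposure at 37 °C. Mouse NIH 3T3 fibroblasts were seeded at 400 cells/well and dosed by 23 nL pin transfer.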
HEK cytotox: Cytotoxic Profiling in HEK 293 Cell Line of Diverse Libraries Using Quantitative High-Throughput Screening. HEK 293 viability, ATP luminescence (CellTiter-Glo), 48-72 h. Potency, µM (doses to about 115 µM), for inactives: at the top dose activity change, negative = cytotoxicity, most hits filed as inhibitors. hit rate 6.6% among 94,000. AID 1345083, 2018; further: potency means the concentration at half of the fitted maximal effect; nearly all actives have a fitted effect of over 60% in size
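qHTS cytotoxicity; HEK 293, 250 cells/well; compound pinned; 48 or 72 hr, 37 degree Celsius, 5% CO2, 95% humidity; CellTiter-Glo, 10 min RT; luminescence (ATP).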
IP6K1 inh: Primary qHTS assay for small molecule inhibitors of Inositol hexaphosphate kinase 1 (IP6K1); Inositol hexakisphosphate kinase 1 (Homo sapiens), Q92551; IP6K1 kinase, ADP-Glo luminescence, 2 h; active compounds read low; activity change, % (series mostly up to about 58 µM); hit rate 0.81% among 140,000; AID 1645851, 2021; in the data active means activity change below about -25%
Target sequence (Q92551 whole entry, looked up): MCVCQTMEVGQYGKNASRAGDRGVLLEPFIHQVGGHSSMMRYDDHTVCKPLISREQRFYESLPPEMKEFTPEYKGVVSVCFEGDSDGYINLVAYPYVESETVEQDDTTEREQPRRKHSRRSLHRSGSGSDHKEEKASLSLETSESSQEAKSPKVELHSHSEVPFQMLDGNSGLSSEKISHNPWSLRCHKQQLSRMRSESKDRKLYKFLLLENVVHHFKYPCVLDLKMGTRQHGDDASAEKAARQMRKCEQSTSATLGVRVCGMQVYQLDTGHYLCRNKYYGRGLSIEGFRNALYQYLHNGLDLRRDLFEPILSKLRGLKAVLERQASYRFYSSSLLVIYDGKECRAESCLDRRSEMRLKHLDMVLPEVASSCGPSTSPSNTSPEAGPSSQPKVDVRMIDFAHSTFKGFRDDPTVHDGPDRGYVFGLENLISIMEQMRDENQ
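ADP-Glo luminescence measures ADP made by human IP6K1 during a 2 h RT reaction with ATP/IP6 (mix at 1.3 mM/130 uM); top library doses 57.5 and 19.1 uM final.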
SNCA viab count: GF-AFC viability counterscreen for inhibitors of alpha-synuclein gene (SNCA) expression; Potency, µM (top dose mostly 57.1 µM), without a hit: at the highest dose activity change, negative = cytotoxicity, hits mostly cytotoxic; hit rate 0.12% among 150,000; AID 1671193, 2021; HEK-293-SNCA-luc viability, GF-AFC fluorescence, 24 h;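 further: potency means the concentration at half of the fitted maximal effect; 0% = DMSO-treated cells and -100% = medium-only wells without cells; nearly all actives have a fitted effect of over 30% in size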
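HEK-293-SNCA-luc cells (1500/well) plated 24 h, then exposed 24 h to a dilution series; GF-AFC added 30 min at 37C, fluorescence 405/540 nm; normalised to medium-only and DMSO wells, Hill fit.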
SNCA expr inhib: Primary qHTS assay for inhibitors of alpha-synuclein gene (SNCA) expression; HEK-293 SNCA-luciferase knock-in, luminescence, 24 h; Potency, µM (series often up to 57.2 µM), for the others: top-dose activity change, negative = inhibition, actives largely listed as inhibitors; hit rate 0.17% among 140,000; AID 1671194, 2021;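 further: potency means the concentration at half of the fitted maximal effect; plate controls were DMSO cells for no effect and cell-free wells for full effect; nearly all actives have a fitted effect of over 45% in size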
FLuc inh: Firefly luciferase inhibition profiling of diverse chemical library using quantitative high-throughput screening; Luciferin 4-monooxygenase (Photinus pyralis), P08659; hit rate 2.5% among 76,000; Potency, µM (doses to about 115 µM), for inactives: at the highest dose activity change, negative = inhibition, actives largely listed as inhibitors; AID 1347043, 2019; purified P. pyralis luciferase, luminescence, biochemical; further: potency means the concentration at half of the fitted maximal effect; nearly all actives have a fitted effect of over 65% in size
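Purified 10nM P. pyralis luciferase with 10uM D-luciferin and 10uM ATP in 50mM Tris acetate pH 7.5, 10mM Mg acetate, 0.01% Tween-20, 0.05% BSA. qHTS titration; luminescence read by CCD imager.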
GPT2 inhibitor: Primary qHTS assay for inhibitors of Glutamate pyruvate transaminase 2 (GPT2); Alanine aminotransferase 2 (Homo sapiens), Q8TD30; Recombinant GPT2, coupled pyruvate oxidase/HRP Amplex Red fluorescence; Potency, µM (doses to about 57.7 µM), without a hit: top-dose activity change, negative = inhibition, usual class: inhibitors; hit rate 0.25% among 100,000; further: potency means the concentration at half of the fitted maximal effect; nearly all actives have a fitted effect of over 60% in size; many of its hits are not listed in these tables
Target sequence (Q8TD30 whole entry, looked up): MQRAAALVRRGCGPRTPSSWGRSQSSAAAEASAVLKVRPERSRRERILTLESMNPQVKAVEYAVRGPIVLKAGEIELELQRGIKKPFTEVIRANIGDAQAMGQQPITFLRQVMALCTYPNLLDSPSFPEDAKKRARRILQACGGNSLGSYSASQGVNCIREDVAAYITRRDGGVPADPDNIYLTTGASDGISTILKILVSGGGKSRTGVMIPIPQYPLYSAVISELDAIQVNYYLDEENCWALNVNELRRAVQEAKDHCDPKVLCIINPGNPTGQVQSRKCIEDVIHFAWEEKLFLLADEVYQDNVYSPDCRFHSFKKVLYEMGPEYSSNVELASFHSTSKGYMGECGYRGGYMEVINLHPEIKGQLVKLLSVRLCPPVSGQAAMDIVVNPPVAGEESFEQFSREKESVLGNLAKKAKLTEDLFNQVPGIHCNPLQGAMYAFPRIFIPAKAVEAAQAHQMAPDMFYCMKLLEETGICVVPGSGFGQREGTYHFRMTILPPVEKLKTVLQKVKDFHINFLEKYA
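GPT2 10ng/uL, a-KG 250uM, L-Ala 2mM, HEPES pH7.5 + 0.0001% Tween; 30 min RT. Then Amplex mix (PO/HRP/ThPP), 30 min RT dark, fluorescence. AOA 50uM used as positive control.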
* hit, by the source's call; i = inactive; ? = inconclusive; / = no result given; [ ] = remark or other dose. Unless noted, the call rests on the fitted dose curve; in most records, active means well fitted curve in the direction sought with a large enough effect; inconclusive means small, poorly fitted or top-dose-only effect, or another doubt; inactive means no such curve, though single readings can be large; an effect the other way counts as inactive or inconclusive. Unless noted, on the % scale 0 is the no-effect control and ±100 the full control effect.

SMILES | NIH3T3 tox | HEK cytotox | IP6K1 inh | SNCA viab count | SNCA expr inhib | FLuc inh | GPT2 inhibitor
Cc1ccc(CNC(C)c2ccccc2)s1 (configuration not stated) | / | / | 8 | -5% | 25% | / | /
Cc1ccc(CN(C(=O)COc2ccc(F)cc2)C2CCS(=O)(=O)C2)o1 (configuration not stated) | / | / | 9 | -16% | 26% | / | /
Cc1cc(C[C@@H]2COC[C@@H]2NC(=O)c2ccc(N3CC(=O)NC3=O)cc2)on1 | 0% | -2% | 11 | -10% | 3% | 1% | 1%
CC(=O)NCc1nnc2n1C(C(=O)NCc1ccccc1Cl)CC2 (configuration not stated) | ? | -39%[172 µM] | 12 | 1%[12.5 µM] | 18%[87.6 µM] | / | i
C=C1CC2C(C)(CCC(=O)O)C(C(C)(C)O)CCC2(C)C2C(=O)OC(C)(C(=O)OC)C(=O)C12C (configuration not stated) | / | / | -5 | 0%[23.9 µM] | / | / | i
COCC1CN(C(C)=O)CC12CCN(C(=O)c1ccc(C)cc1C)CC2 (configuration not stated) | -14% | -19% | -4 | 0% | 5% | 4% | -12%
COc1ccc(C(=O)N2CCc3ccc(C(=O)NC(C)C)cc32)cc1 | ? | -30% | 7 | -26% | 4% | -18% | ?
C[C@@H](NC(=O)c1ccc(Cl)cc1)c1onc(-c2ccc(F)cc2)c1C(=O)O | -2%[138 µM] | 2%[172 µM] | -2 | 4%[87.6 µM] | 7%[87.6 µM] | 8%[172 µM] | 0%[88.5 µM]
CCOC(=O)c1c(NC(=O)COc2ccc(Br)cc2)sc2c1CCCC2 | / | / | 9 | -8% | -23% | / | /
COc1cncc([C@@H](NC(=O)c2coc3ccccc23)C2CC(O)C2)c1 (some centres not stated) | 0% | i | 14 | 6% | -6% | 9% | -7%
CC(C)(C)C(=O)N1CCC2(CC1)OCC(C(=O)NCC1CCCO1)N2C(=O)c1ccc(F)cc1 (configuration not stated) | -16% | 2% | 0 | -6% | ? | -6% | i
COc1ccc(NC(=O)c2ccco2)cc1NC(=O)C(C)Oc1ccc(Cl)cc1Cl (configuration not stated) | / | / | -1 | ? | ? | / | /
Nc1nc2c(c(=O)[nH]1)CCN(C(=O)Cc1c[nH]c3ccccc13)C2 | -9% | ? | -8 | 8% | 0% | 11% | 5%[11.5 µM]
CS(=O)(=O)N(Cc1ccccc1)c1ccc(C(=O)Nc2ccc(Cl)cc2)cc1 | / | / | 3 | ? | ? | / | /
COC(=O)c1cccc(C(=O)N2CCC(Cc3nc(-c4ccc(OC)cc4)no3)CC2)c1 | ? | 56µM* | 9 | -16% | ? | -12% | i
CCc1ccc(C(=O)c2cn(CC(=O)Nc3ccc4c(c3)OCO4)c3ccc(OC)cc3c2=O)cc1 | / | / | -5 | -23% | -10% | / | /
CCC1CN(C(=O)N2CCC(C(=O)NCCc3ccc(OC)cc3OC)CC2)c2cc(C)ccc2O1 (configuration not stated) | / | / | 7 | ? | -30% | / | /
COc1ccc(NC(=O)CSc2nc3nc(C)c(Cc4ccc(C)cc4)c(C)n3n2)cc1OC | / | / | -18 | 1% | 8% | / | /
CC(C)CNC(=O)N1CCC2(CC1)CC(C(=O)N1CCOCC1)N(C)C2 (configuration not stated) | -1% | -6% | -11 | -10% | 6% | 3% | i
COC(=O)N1CC(N2C(=O)c3c(c(C)nn3-c3ccccc3)C2C)C1 (configuration not stated) | ? | -20% | 5 | / | / | / | /

Taken from above.
For SNCA expr inhib, COc1ccc(NC(=O)CSc2nc3nc(C)c(Cc4ccc(C)cc4)c(C)n3n2)cc1OC reads 8%
For IP6K1 inh, CS(=O)(=O)N(Cc1ccccc1)c1ccc(C(=O)Nc2ccc(Cl)cc2)cc1 reads 3

6 of these compounds, reformatted.
Second line of a record – NIH3T3 tox	HEK cytotox	IP6K1 inh	SNCA viab count	SNCA expr inhib	FLuc inh	GPT2 inhibitor
> COc1ccc(NC(=O)CSc2nc3nc(C)c(Cc4ccc(C)cc4)c(C)n3n2)cc1OC
→ /	/	-18	1%	8%	/	/
> CC(C)CNC(=O)N1CCC2(CC1)CC(C(=O)N1CCOCC1)N(C)C2 (configuration not stated)
→ -1%	-6%	-11	-10%	6%	3%	i
> C=C1CC2C(C)(CCC(=O)O)C(C(C)(C)O)CCC2(C)C2C(=O)OC(C)(C(=O)OC)C(=O)C12C (configuration not stated)
→ /	/	-5	0%[23.9 µM]	/	/	i
> COCC1CN(C(C)=O)CC12CCN(C(=O)c1ccc(C)cc1C)CC2 (configuration not stated)
→ -14%	-19%	-4	0%	5%	4%	-12%
> COC(=O)c1cccc(C(=O)N2CCC(Cc3nc(-c4ccc(OC)cc4)no3)CC2)c1
→ ?	56µM*	9	-16%	?	-12%	i
> CCc1ccc(C(=O)c2cn(CC(=O)Nc3ccc4c(c3)OCO4)c3ccc(OC)cc3c2=O)cc1
→ /	/	-5	-23%	-10%	/	/

Following part
SMILES | NIH3T3 tox | HEK cytotox | IP6K1 inh | SNCA viab count | SNCA expr inhib | FLuc inh | GPT2 inhibitor
CO[C@H]1O[C@@H]2O[C@@]3(C)CCC4[C@H](C)CCC([C@H]1C)[C@]42OO3 (some centres not stated) | / | / | 16 | -6% | / | / | -23%
COC[C@H]1C[C@@H](NS(C)(=O)=O)[C@H](O)[C@@H]1O | 5%[230 µM] | i | 1 | -12%[87.6 µM] | 13%[87.6 µM] | 1%[230 µM] | -10%[88.5 µM]
CCOc1ccccc1C(=O)N(Cc1sccc1C)C1CCS(=O)(=O)C1 (configuration not stated) | / | / | 9 | -9% | 22% | / | /
COc1ccccc1N1CCN(C(=O)C2CCCN(S(C)(=O)=O)CCC(=O)NCC2)CC1 (configuration not stated) | -6% | 2% | -8 | ? | 8% | -9% | i
CN1CC2(CCN(c3ccc(C#N)cn3)CC2)CC(c2ccccc2)C1=O (configuration not stated) | ? | ? | -10 | 2% | 17% | 4% | -6%[11.5 µM]
Cc1c(-c2nsc(NC(=O)c3cccc(Cl)c3)n2)nnn1-c1ccccc1C(F)(F)F | / | / | 24 | -6% | 50%[activator] | / | /
COc1ccc(-c2nc(C)nc3c2CN([S+](C)(=O)[O-])CC3)cc1 | -12% | 2% | -5 | -4% | 0% | / | i
Cc1ccc(CN2CCCN(S(=O)(=O)c3ccccc3)CCC(=O)NCC2)s1 | -22% | ? | 3 | 3% | -17% | -4% | i
CCN(CC)Cc1ccc2c(c1)CN(C(=O)c1ccsc1)CCO2 | -14% | -5% | -9 | 4% | 6% | -4% | 0%
CSc1ccc(-c2cccc(C(=O)NCC(=O)NCCc3ccc(F)cc3)c2)cc1 | -29% | ? | 0 | -4% | 7% | / | -9%
CN(CC1CCOCC1)C(=O)c1ccc(F)cc1Cl | -9% | -1% | 29 | 4% | -7% | -2% | i
COc1cccc(C2Cn3nnc(-c4nc(-c5cccc(Cl)c5)no4)c3CO2)c1 (configuration not stated) | -12% | -19% | -18 | -5% | 36%[activator] | -3% | 5%
COc1cccc(CC(=O)N2C[C@@H](Oc3ccccc3)C[C@H]2C(=O)N2CCCC2)c1 | -8% | 1% | 2 | -21% | 0% | 3% | 0%
Cc1cc(C)c2c(n1)sc1c(=O)n(-c3ccccc3C(F)(F)F)nnc12 | / | / | -3 | 18% | -19% | / | /
COc1ccc(-c2ccc(C(=O)N3CCC(NC(=O)C4CC4)C3)cc2)nn1 (configuration not stated) | 4% | -4% | 2 | / | / | / | /
C=CC[C@H](N)C(=O)O | / | / | / | -12% | -9% | / | i
O=C(NCCc1ccccc1)c1cc(-c2cc(Cl)cc(Cl)c2)c2nncn2n1 | -5% | i | 5 | -15%[12.5 µM] | 3% | / | 1%
CCCNC(=O)N[C@@H]1CCC[C@@H](C(=O)NCCOC)CC(=O)N(C)C1 | -13%[138 µM] | -11%[172 µM] | 3 | -4%[87.6 µM] | -14%[87.6 µM] | -2%[172 µM] | i
CC(C(=O)N1CCCC1)N1CCC2(CCC(=O)N(CCO)C2)CC1 (configuration not stated) | 1% | -2% | -6 | -7% | -17% | 5% | i
COc1ccc(C(=O)Nc2ccc(-c3noc([C@@H]4CCCN4Cc4cnc5ccccc5c4)n3)cn2)cc1 | 28µM* | 22µM* | 1 | ? | ? | ? | -10%

(listing goes on)
Short keys – A = NIH3T3 tox; B = HEK cytotox; C = IP6K1 inh; D = SNCA viab count; E = SNCA expr inhib; F = FLuc inh; G = GPT2 inhibitor
C=Cc1ccc(Cn2c(C)c(CNCc3ccccc3C)c(C(=O)O)c2C)cc1
  A: /; B: /; C: -4; D: 5%; E: 7%; F: /; G: /
Cc1ccc(NC(=O)Cn2cc(S(=O)(=O)N3CCCC3)c(S(=O)(=O)N3CCCC3)c2)c(C)c1
  A: /; B: /; C: 22; D: -2%; E: ?; F: /; G: /
O=c1c2cc(-c3cccs3)nn2ccn1CC(O)c1cccc(Cl)c1 (configuration not stated)
  A: -6%; B: ?; C: 2; D: -8%; E: 13%; F: 4%; G: i
CC(C)CNC(=O)c1ccc2nnc(-c3ccc([S+](C)(=O)[O-])cc3)n2c1
  A: -22%; B: -19%; C: 6; D: 2%; E: -6%; F: /; G: -12%
CN(CCc1nc2ccccc2[nH]1)C(=O)C1COc2ccccc2C1 (configuration not stated)
  A: -15%; B: -8%; C: 12; D: 9%; E: ?; F: 5%; G: -25%
Cc1cnc(CC2CCN(C(=O)c3nn(C)c4ccccc34)C2)n1CC1CC1 (configuration not stated)
  A: -27%; B: ?; C: 4; D: -17%; E: 70%[activator]; F: ?; G: i
COC(=O)CC[C@H]1CNC(=O)[C@@H]2[C@@H](CCN2Cc2nc3ccccc3n2C)N1C
  A: ?; B: ?; C: -10; D: 4%[87.6 µM]; E: -8%[87.6 µM]; F: -1%[172 µM]; G: -27%[88.5 µM]
O=C1NCCCCCCN(Cc2ccncc2)[C@@H]2CN(C(=O)c3cccnc3)CC[C@@H]12
  A: -14%; B: -1%; C: 29; D: 1%; E: -9%; F: -1%; G: i
COCCCn1c(C)cnc1C1CCN(C(=O)NCC(=O)OC)C1 (configuration not stated)
  A: -2%; B: i; C: 7; D: 5%; E: 30%[activator]; F: -3%; G: i
COc1ccc(-c2nc3c(c(=O)[nH]2)CCN(C(=O)Nc2ccc4c(c2)CCC4)C3)cc1
  A: -11%; B: ?; C: 8; D: -21%; E: 38%; F: -9%; G: -4%
